From PubChem
JMJD2C inh: human JMJD2C demethylase inhibition; inhibition, % at 2.35 µM; GST-JMJD2C(1-420) H3K9me3 demethylation, DELFIA europium; 330,000 tested, 0.069% active; AID 2099; Q9H3R0;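 active = more than half of a compound's replicate wells show inhibition beyond 50%, single wells judged on their own value; inconclusive = some, but no more than half, of replicates pass 50% inhibition; inactive = no replicate passes 50% inhibition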;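 note: signal counts dimethyl H3K9 product captured on neutravidin plate; 0% = median of DMSO wells and 100% = 0.3 times that DMSO median; strong numbers were not always called active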
Target sequence (Q9H3R0 1-420 limits assumed): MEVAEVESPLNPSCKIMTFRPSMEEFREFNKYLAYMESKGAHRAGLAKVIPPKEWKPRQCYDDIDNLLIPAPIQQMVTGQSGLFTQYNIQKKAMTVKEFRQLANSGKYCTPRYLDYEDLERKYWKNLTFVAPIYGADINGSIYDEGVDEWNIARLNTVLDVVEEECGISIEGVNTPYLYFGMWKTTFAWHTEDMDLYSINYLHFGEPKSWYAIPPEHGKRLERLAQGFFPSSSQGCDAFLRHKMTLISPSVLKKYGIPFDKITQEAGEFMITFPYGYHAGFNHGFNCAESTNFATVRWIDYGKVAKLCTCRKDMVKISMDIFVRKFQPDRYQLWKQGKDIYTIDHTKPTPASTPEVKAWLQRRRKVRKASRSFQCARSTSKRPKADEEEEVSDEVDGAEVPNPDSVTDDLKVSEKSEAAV
CIT2-GFP yeast: modulators of TOR pathway CIT2-GFP in S. cerevisiae; S. cerevisiae CIT2-GFP strain, flow cytometry, 3 h; 100 means same as DMSO wells; GFP response vs DMSO, % at 10 µM; 320,000 tested, 0.065% active;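 active = GFP response relative to DMSO above a set limit, near the screen mean plus 3 SD, cut at about 150% in these data; inconclusive = Fewer than 70 cells measured for a yeast strain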;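 note: ratio of well median GFP fluorescence to mean of DMSO wells on the plate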
MEP2 TOR yeast: alters MEP2-GFP fluorescence in TOR pathway yeast screen. S. cerevisiae MEP2-GFP strain, flow cytometry GFP, 3 h; 100% = DMSO control level. GFP response vs DMSO, % at 10 µM. 330,000 tested, 0.51% active;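 active = GFP response versus DMSO above a set limit, roughly screen mean plus 3 SD, cut at about 180% in these data; inconclusive = fewer than 70 cells counted for a yeast strain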;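 note: median GFP fluorescence of the barcode-gated MEP2-GFP cells per well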
AGP1 TOR yeast: alters AGP1-GFP fluorescence in TOR pathway yeast screen | S. cerevisiae AGP1-GFP multiplex flow cytometry, 3 h; GFP as percent of DMSO wells | GFP response vs DMSO, % at 10 µM | 320,000 tested, 0.02% active | AID 2066;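 active = GFP response relative to DMSO above a set limit, near screen average plus 3 SD, cut at about 150% in these data; inconclusive = fewer than 70 cells counted for the yeast strain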;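 note: median GFP channel fluorescence of the gated AGP1 strain per well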
LAP4-GFP MLPCN: alters LAP4-GFP fluorescence in TOR pathway yeast screen; S. cerevisiae LAP4-GFP multiplex, flow cytometry GFP, 3 h; median GFP as percent of DMSO wells; GFP response vs DMSO, % at 10 µM; 320,000 tested, 0.34% active;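 active = GFP response vs DMSO above a set limit, about the screen mean plus 3 SD, cut at about 150% in these data; inconclusive = under 70 cell events counted for the yeast strain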
RPL19A TOR yeast: yeast TOR pathway RPL19A-GFP modulation. S. cerevisiae RPL19A-GFP strain, flow cytometry, 3 h; hits give low values. percent response vs DMSO, % at 10 µM. 330,000 tested, 0.3% active. AID 2025;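 active = percent response vs DMSO below 50%; inconclusive = fewer than 70 events counted for the yeast strain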;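 note: median channel GFP fluorescence of the barcoded RPL19A-GFP strain; ratio of sample median GFP to plate DMSO average so 100% = DMSO; lower means less RPL19A-GFP as with rapamycin TOR inhibition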
VLA-4 inh: inhibition in a human VLA-4 binding assay. 330,000 tested, 0.2% active. VLA-4 expressing cells, ligand binding flow cytometry. inhibition, % (about 7 µM as worked out from the volumes in the protocol); in the data active = inhibition above about 50%
GRK2 inh: blocks RNA aptamer binding to human GRK2; 330,000 tested, 0.59% active; inhibition of aptamer binding, % at 10 µM; AID 488847; bead flow cytometry, FAM-aptamer displacement from GRK2; P25098;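 active = inhibition of aptamer binding above 40%, roughly 3 SD of noise, on plates passing a quality check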;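 note: median bead fluorescence of bound FAM aptamer so fluorescent compounds give negative values; no value below 0 was filed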
Starred values were filed as active, the others as inactive; i = inactive; ? = inconclusive; / = no result given; & = joins results of further samples; [ ] = another dose, or the depositor's remark.

SMILES	JMJD2C inh	CIT2-GFP yeast	MEP2 TOR yeast	AGP1 TOR yeast	LAP4-GFP MLPCN	RPL19A TOR yeast	VLA-4 inh	GRK2 inh
CN(CCOc1ccc(Cl)cc1)C(=O)C1=CC=CN2CCS(=O)(=O)N=C12	-7	89	112	99	101	98	2	1
CCC(C)n1c(-c2cccc(S(=O)(=O)N(CC)CC)c2)n[nH]c1=S (stereo unspecified)	-4	96	92	93	94	93	6	1
Cc1nnc(SCC(=O)Nc2ccc(-c3nc4ccccc4s3)cc2)s1	5	93	97	93	97	101	10	4
CC(C)c1ccc(NC2CCCN(C(=O)CCn3cnnn3)C2)cc1 (stereo unspecified)	-11	96	97	91	95	95	-3	7
c1ccc2nc(-c3ccc(N4CCOCC4)cc3)ccc2c1	6	99	101	89	96	97	-9	0
O=C1c2ccsc2SCCN1Cc1c(F)cccc1Cl	5	86	99	92	108	93	10	0
CCC(C)(C)C(=O)Nc1nnc(CCc2ccccc2)s1	6	107	108	104	90	107	4	0
CCn1c(O)c(C=Nc2ccccc2)n(-c2ccccc2)c1=S	-7	107	102	101	101	97	0	2
Cc1cccc(C)c1Nc1nnc(SCC(=O)NCc2cccs2)s1	-7	106	103	101	101	100	-2	0
CC(=O)n1nc(-c2cccnc2)nc1NCc1cccs1	7	97	96	93	98	96	12	0
N/C(=N\OC(=O)c1ccc2c(c1)OCO2)c1ccc(Br)cc1	21	101	111	78	100	106	1	0
CCC1C/C(=C/c2ccco2)C(=O)/C(=C/c2ccco2)C1 (stereo unspecified)	-4	103	98	89	100	98	4	3
O=C(Nc1ccc(N2CCN(C(=O)c3cccs3)CC2)cc1)c1ccccc1F	-18	95	103	102	103	112	9	2
CSC1=NSC2=NC(=O)/C(=C\c3ccc(OC(=O)c4ccco4)cc3)C(=N)N12	-9	98	101	99	105	99	2	9
Cc1ccc(S(=O)(=O)NNC(=O)c2sc3nc(C)cc(C)c3c2-n2cccc2)cc1	-14	107	99	97	91	101	-11	2
N#Cc1ccsc1NC(=O)CSc1ncnc2ccccc12	7	95	123	91	116	97	13	0
O=C(CNC(=O)c1ccc(Cl)cc1)NNc1c(F)c(F)cc(F)c1F	18	114	112	106	98	103	2	2
Cc1cnc(C(=O)Nc2ccc(N3CCN(C(=O)OC(C)(C)C)CC3)cc2)cn1	23	81	96	93	95	97	0	0
Cc1nn(CC(=O)NNC(=O)c2ccccc2F)c([N+](=O)[O-])c1Br	9	101	94	107	134	95	18	0
O=C(NCC1CCCO1)C(c1cccs1)N(Cc1ccccc1)C(=O)c1ccc(-c2ccccc2)[nH]1 (stereo unspecified)	0	?	?	?	?	?	6	1
O=C(Nc1nnc(C2CC2)o1)c1ccc(S(=O)(=O)N2CCCCC2)cc1	11	95	100	106	89	97	-1	3
CN(C)C(=O)c1c(C(F)(F)F)nn(C)c1Cl	-8	95	94	107	106	99	-5	0
O=C(Nc1ccc(N2CCN(C(=O)c3ccc(Cl)cc3)CC2)cc1)c1cc2ccccc2o1	-30	86	97	97	94	94	1	0
C=CCN(CC=C)S(=O)(=O)c1ccc2nc(NC(=O)C(C)C)sc2c1	6	105	91	99	94	95	27	1
COc1ccc2[nH]c3c(c2c1)CCN1C(=O)N([C@@H](C)C(=O)NCc2ccccc2)C(=O)[C@]31C	/	100	105	102	100	99	-13	1
CC1CN(C(=O)CCC(=O)N2CCCCC2)c2cc(Cl)ccc2O1 (stereo unspecified)	0	106	100	97	99	97	6	1
COc1ccc(C(=O)Nc2ccccc2NC(=O)c2ccc(OC)cc2)cc1	5	103	105	108	104	97	-2	0
O=C(CN1C(=O)c2cccnc2Oc2ccc(Cl)cc21)NCCC1=CCCCC1	3	102	102	105	113	100	36	2
ClCc1nc2ccccc2n1Cc1ccccc1	-11	101	115	92	107	102	i	0
CCC1(c2ccc(F)cc2)NC(=O)N(CC(=O)N2CC(=O)Nc3ccccc32)C1=O (stereo unspecified)	2	91	99	102	106	98	-2	1
Cc1sc2ncnc(Sc3ccccc3C(=O)Nc3ccccc3Cl)c2c1C	2	90	97	91	97	98	-4	6
O=C(CCC(=O)N(CC(=O)NC1CCCCC1)Cc1ccccc1)Nc1ccccn1	-6	95	97	94	96	98	-4	3
COc1ccccc1C(=O)Nc1sc2c(c1C#N)CCC2	-5	97	108	93	85	103	-1	0
CCCCC(=O)Nc1ccc(C(=O)N2CCC(C(=O)OCC)CC2)cc1	1	94	101	101	94	102	32	0
CCOc1ccc(NC(=O)c2cc(S(=O)(=O)N3CCCCC3)c[nH]2)cc1	-3	96	105	103	103	99	-27	2
Cc1cc2nsnc2c(S(=O)(=O)NCC(=O)O)c1C	6	104	106	105	104	103	-20	1
CN(c1ccccc1)c1nc(N)c([N+](=O)[O-])c(N2CCCCC2)n1	-8	94	99	98	106	94	2	2
O=C(CCc1ccccc1)NNC(=O)c1cc(Cl)ccc1O	22	100	107	96	102	102	6	1
C=CCn1c(=NC(=O)c2cc(Cl)sc2Cl)sc2cc(S(N)(=O)=O)ccc21	0	93	98	99	95	102	21	10
CC1(C)COC(/C=C/c2ccc([N+](=O)[O-])cc2)=N1	3	97	106	98	119	99	4	3
Cc1ccc(C(=O)O)cc1S(=O)(=O)N1CCSCC1	0	?	306*[may fluoresce violet]	?	105[may fluoresce violet]	43*[may fluoresce violet]	2	0
O=C(Nc1cccc2ccccc12)C1CCCC1	-3	111	112	103	94	107	9	2
O=C(Nc1cccc([N+](=O)[O-])c1)NC1CCS(=O)(=O)C1 (stereo unspecified)	7	89	104	93	70	107	-4	0
COc1ccc(Cc2noc(-c3ccc(OC)c(OC)c3)n2)cc1OC	-2	96	108	97	101	98	10	1
Cc1nc2c(sc(=S)n2Cc2ccco2)c(=O)n1CC(=O)Nc1ccccc1Cl	3	105	98	98	91	98	-4	84*
COc1ccc(-c2nc3ccccc3c(=O)n2N)cc1	-3	105	103	106	103	107	16	1
COc1ccc(/C=C2\SC(=S)N(CCCC(=O)Nc3ccc(O)cc3)C2=O)cc1	-1	90	106	100	108	99	8	0
CC1CCc2cc(F)ccc2N1C(=O)c1cnc2sccn2c1=O (stereo unspecified)	-21	96	100	93	115	105	-1	0
OCCC1CN(Cc2nc3c(s2)CCCC3)CCN1Cc1ccccc1 (stereo unspecified)	19	124	103	115	100	106	25	0
CCCOc1ccc(/C=N/NC(=O)c2nnn(-c3nonc3N)c2-c2cccs2)cc1OC	-13	101	107	98	98	100	2	2

(cont.)
SMILES	JMJD2C inh	CIT2-GFP yeast	MEP2 TOR yeast	AGP1 TOR yeast	LAP4-GFP MLPCN	RPL19A TOR yeast	VLA-4 inh	GRK2 inh
O=C1/C(=C\c2cccc(O)c2O)SC(=S)N1Cc1ccccc1	-8	100	103	94	105	100	0	3
Cc1onc(-c2ccccc2)c1C(=O)Nc1ccnn1C1CCCCC1	12	89	94	99	100	94	12	0
O=C(NCSC1=NCCS1)c1ccccc1	-15	113	103	98	102	101	-13	0
Cc1cnc(C(=O)Nc2ccccc2-c2ccc(C)o2)cn1	?	102	105	98	98	100	0	0
CSc1ccccc1C(=O)NCc1ccc(F)cc1	-4	109	111	110	108	111	22	0
CCc1ccccc1N(C(=O)CCC(=O)Nc1cc(C)on1)C(C(=O)NC1CCCC1)c1ccco1 (stereo unspecified)	24	110	106	104	101	103	4	2
COc1cc(C2C(C#N)=C(N)N(c3cccnc3)C3=C2C(=O)CCC3)ccc1O (stereo unspecified)	-4	105	98	98	87	98	-18	2
O=C(NCC(c1ccco1)N1CCN(c2ccccc2F)CC1)C(=O)NC1CCCCC1 (stereo unspecified)	0	90	95	99	113	97	13	3
CCN1CCSc2ccc(C(=O)NCc3cc(Br)ccc3OC)cc21	10	90	92	88	113	101	0	3
COc1ccc(CCNC(=O)c2cc(-c3ccncc3)nc3ccc(S(=O)(=O)N4CCOCC4)cc23)cc1OC	5	101	95	104	97	105	3	0
CSCC(=O)Nc1cc(C)on1	4	91	94	107	104	95	6	1
O=C(CCc1nnc2ccc(NCc3ccco3)nn12)Nc1ccc(F)cc1	4	103	103	106	100	96	4	0
CCOP(=O)(OCC)c1nc(/C=C/c2ccccc2)oc1NCc1ccccc1	5	97	100	104	104	104	14	0
CCOC(=O)C1=C(C)NC(C)=C(C(=O)OCC)C1C(=O)OCC(=O)N1CCCCC1CC (stereo unspecified)	-4	102	98	99	100	98	-7	1
O=C1CC(N2CCOCC2)C(=O)N1c1cccc(Cl)c1 (stereo unspecified)	-7	100	98	99	95	96	18	1
CCc1ccc(C2CC(c3ccc(C)cc3)Nc3nc(N)nn32)cc1 (stereo unspecified)	8	98	107	98	100	100	-6	0
COc1ccc(NC(C)=O)cc1S(=O)(=O)Nc1ccc(C(=O)N2CCCC2)cc1	1	107	107	114	102	106	7	4
CN1CCN(S(=O)(=O)c2ccc(Cc3ccc(S(=O)(=O)N4CCN(C)CC4)cc3)cc2)CC1	2&-5	103	101	107	101	98	-1	0
CCC(C)C(NC(=O)OCc1ccccc1)C(=O)NC(Cc1ccc(O)cc1)C(=O)OC (stereo unspecified)	5	98	99	100	101	96	13	2
CC1(C(=O)Nc2nc3ccc(S(C)(=O)=O)cc3s2)CC1(Cl)Cl (stereo unspecified)	-6	/	96	/	/	98	3	1
C[C@H](CO)N1C[C@H](C)[C@@H](CN(C)Cc2ccccc2)Oc2c(NC(=O)c3ccncc3)cccc2C1=O	/	88	98	94	94	97	2	0
COc1ccc2cc(C(=O)N3CCC(Cc4ccccc4)CC3)[nH]c2c1	-7	111	117	104	90	111	-4	0
c1ccc(-c2ccnc3nc(-n4cccc4)nn23)cc1	4	99	97	82	89	96	6	0
CN(C)C(/C=C/Nc1ccc(F)cc1F)=C(C#N)C#N	5	103	97	97	97	95	3	0
Cc1cc(=O)oc2cc(NC(=O)c3ccnn3C)ccc12	9	106	107	104	100	109	16	2
CCOC(=O)C1=C(C)Nc2sc(C(=O)c3ccc(Br)cc3)c(N)c2C1c1ccc(C(=O)OC)cc1 (stereo unspecified)	1	91	91	96	97	97	0	1
COc1ccc(/C=N/NC(=O)c2ccc(N)cc2)cc1Cn1cc([N+](=O)[O-])cn1	0	114	106	102	96	112	-6	1
c1ccc(-n2ncc3c(N4CCN(c5ccccn5)CC4)nc(N4CCCCCC4)nc32)cc1	0&-1	92	97	92	99	93	-1	0
N#Cc1c(C(F)(F)F)cc(=O)[nH]c1SCC(=O)O	-17	99	104	99	106	97	0	0
CN(C)S(=O)(=O)c1ccc(N2CCCC2)c(C(=O)Nc2nc3c(ccc4ccccc43)s2)c1	-2	?	?	?	?	?	-7	0
Cc1cc(C)nc(-n2nc(C)cc2NC(=O)c2ccc(S(=O)(=O)N3CCOCC3)cc2)n1	7	101	98	101	101	94	-1	3
O=S(=O)(Nc1cccc(-c2ccc(N3CCCCCC3)nn2)c1)c1ccc(F)cc1	-30	98	101	103	98	96	2	0
